Source: PubChem BioAssay
Cav3 T inh = blocks human Cav3.2 T-type calcium channel | O95180 | Cav3.2-expressing cells, Fluo-4 calcium fluorescence FDSS; stronger effect = lower value | B-score at 10 µM | 100,000 tested, 4% active;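 active = single-dose well whose peak fluorescence ratio is a statistical outlier from its plate by either plate-standardised score or position-corrected B-score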
Target sequence (O95180 whole entry, looked up): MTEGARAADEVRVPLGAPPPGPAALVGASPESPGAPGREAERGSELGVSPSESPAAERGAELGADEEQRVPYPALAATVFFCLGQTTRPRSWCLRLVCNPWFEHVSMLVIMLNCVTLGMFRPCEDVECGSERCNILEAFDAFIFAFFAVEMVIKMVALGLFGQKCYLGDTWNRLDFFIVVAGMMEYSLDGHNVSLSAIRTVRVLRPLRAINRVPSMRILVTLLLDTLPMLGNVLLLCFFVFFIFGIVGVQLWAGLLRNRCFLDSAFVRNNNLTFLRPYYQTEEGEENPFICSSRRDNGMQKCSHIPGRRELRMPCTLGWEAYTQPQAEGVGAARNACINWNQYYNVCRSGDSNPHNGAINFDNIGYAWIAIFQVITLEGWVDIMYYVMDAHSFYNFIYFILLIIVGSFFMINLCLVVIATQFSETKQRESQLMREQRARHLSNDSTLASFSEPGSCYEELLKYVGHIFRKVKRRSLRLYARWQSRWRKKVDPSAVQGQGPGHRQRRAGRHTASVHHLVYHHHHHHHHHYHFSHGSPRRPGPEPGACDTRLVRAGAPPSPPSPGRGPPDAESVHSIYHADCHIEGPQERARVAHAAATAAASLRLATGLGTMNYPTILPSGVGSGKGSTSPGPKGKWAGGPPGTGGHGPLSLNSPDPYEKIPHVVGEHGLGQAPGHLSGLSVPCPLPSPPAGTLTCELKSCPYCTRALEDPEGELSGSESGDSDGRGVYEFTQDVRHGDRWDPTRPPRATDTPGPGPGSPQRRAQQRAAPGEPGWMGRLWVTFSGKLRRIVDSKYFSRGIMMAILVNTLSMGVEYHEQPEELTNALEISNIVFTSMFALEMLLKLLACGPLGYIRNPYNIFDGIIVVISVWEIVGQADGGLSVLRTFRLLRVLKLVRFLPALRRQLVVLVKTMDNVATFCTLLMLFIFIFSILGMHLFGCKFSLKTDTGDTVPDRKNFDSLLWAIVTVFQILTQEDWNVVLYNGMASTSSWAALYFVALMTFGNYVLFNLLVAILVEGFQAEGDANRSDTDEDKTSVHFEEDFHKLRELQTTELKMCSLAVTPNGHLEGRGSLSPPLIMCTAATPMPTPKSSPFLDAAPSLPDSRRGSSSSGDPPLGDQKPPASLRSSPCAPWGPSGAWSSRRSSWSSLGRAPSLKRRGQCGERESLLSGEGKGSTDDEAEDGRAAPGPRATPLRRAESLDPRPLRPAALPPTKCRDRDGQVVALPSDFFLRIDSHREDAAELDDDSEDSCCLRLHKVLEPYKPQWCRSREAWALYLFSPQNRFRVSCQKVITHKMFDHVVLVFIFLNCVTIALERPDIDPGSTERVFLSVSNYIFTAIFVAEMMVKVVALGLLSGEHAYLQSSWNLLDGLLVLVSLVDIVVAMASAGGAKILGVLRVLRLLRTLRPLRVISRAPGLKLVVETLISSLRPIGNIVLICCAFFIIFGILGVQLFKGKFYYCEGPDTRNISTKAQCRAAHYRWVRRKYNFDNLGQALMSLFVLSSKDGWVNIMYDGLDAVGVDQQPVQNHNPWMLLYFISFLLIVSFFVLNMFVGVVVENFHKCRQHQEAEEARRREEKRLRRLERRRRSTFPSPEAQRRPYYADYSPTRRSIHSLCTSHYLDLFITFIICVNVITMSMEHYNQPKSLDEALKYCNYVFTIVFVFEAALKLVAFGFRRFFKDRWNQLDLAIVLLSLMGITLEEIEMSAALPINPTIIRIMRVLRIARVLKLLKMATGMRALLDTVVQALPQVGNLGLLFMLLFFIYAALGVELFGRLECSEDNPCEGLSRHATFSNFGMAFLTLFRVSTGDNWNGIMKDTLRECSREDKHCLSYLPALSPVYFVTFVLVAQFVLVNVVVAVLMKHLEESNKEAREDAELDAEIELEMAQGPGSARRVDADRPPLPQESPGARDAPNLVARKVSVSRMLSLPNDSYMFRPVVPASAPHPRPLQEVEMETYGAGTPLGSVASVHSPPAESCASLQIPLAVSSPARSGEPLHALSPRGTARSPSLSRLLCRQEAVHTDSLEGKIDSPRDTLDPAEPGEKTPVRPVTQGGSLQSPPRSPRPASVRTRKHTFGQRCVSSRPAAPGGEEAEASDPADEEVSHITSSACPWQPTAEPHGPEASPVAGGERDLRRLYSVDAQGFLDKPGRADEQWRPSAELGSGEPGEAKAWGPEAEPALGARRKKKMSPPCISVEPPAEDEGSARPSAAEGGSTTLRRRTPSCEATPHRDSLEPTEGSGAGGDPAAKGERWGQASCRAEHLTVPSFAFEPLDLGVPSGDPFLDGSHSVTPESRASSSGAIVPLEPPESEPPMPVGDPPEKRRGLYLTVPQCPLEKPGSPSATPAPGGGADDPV
Starred values were filed as active, the others as inactive.

SMILES	Cav3 T inh
Cc1cccc(CN2CCCC(C(=O)N3CCc4ccccc4C3)C2)c1 (stereo not given)	0.061
CCOC(=O)N1CCC(N2CCN(S(=O)(=O)c3ccc(C)cc3)CC2)CC1	1.4
Cn1c(=O)c2[nH]c(CN3CCN(Cc4ccccc4)CC3)nc2n(C)c1=O	1.4
COc1ccc(NC2=C(C(C)=O)C(c3ccc(OC)c(OC)c3)C(C(C)=O)C(C)(O)C2)cc1 (stereo not given)	0.89
CCOC(=O)Nc1oc2ccccc2c(=O)c1CN1CCOCC1	0.51
O=c1[nH]c(SCc2cccc(Cl)c2)nc2c1CCCC2	-0.057
CCOC(=O)N1CCN(C(=O)Cc2cccs2)CC1	0.42
CCOC(=O)c1cnc(-n2nc(C)cc2C)nc1Nc1cccc(C(C)=O)c1	0.089
CC1CCc2c(nc3nc[nH]n3c2=O)C1 (stereo not given)	0.07
CC(=O)C1=C(C)OC(N)=C(C#N)C1c1ccco1 (stereo not given)	-0.23
O=C(Nc1cc(Cl)ccc1Cl)C1CC(=O)N(c2ccc(Br)cc2)C1 (stereo not given)	0.62
O=S(=O)(Nc1ccc(N2CCOCC2)cc1)c1cccs1	-0.21
CCO[C@H]1OC(C(=O)O)=C[C@@H](c2csc3ccccc23)[C@@H]1CCCO	-0.85
CCN1N=C(c2ccccc2)Cn2c1nc1ccccc12	1.1
N#CC(c1ccc(Cl)cc1)c1ncc(C(F)(F)F)cc1Cl (stereo not given)	-4.6*
CS(=O)(=O)N(CC(=O)Nc1ccc2c(c1)OCCO2)c1ccc2c(c1)OCO2	-0.63
Cc1ccc(NC(=O)CC(C)N2CCCC2)cc1 (stereo not given)	0.02
CC(C)OCCCNc1nc2c(c(=O)n(Cc3ccccc3F)c(=O)n2C)n1C	1.9
Cc1cc(C(=O)COC(=O)C2=COCCO2)c(C)n1-c1ccc2c(c1)OCO2	-0.96
Cc1oc(-c2ccccc2F)nc1CS(=O)CC(=O)NCc1ccc2c(c1)OCO2 (stereo not given)	0.0077
Cc1ccc(-n2nnc3c(=O)n(CC(=O)NCc4ccccc4)cnc32)cc1	0.81
COC(=O)c1cc(OC)c(OC)cc1NC(=O)CC1CCCCC1	-1.1
Cc1cccc(NS(=O)(=O)c2cccs2)c1	-0.57
O=c1[nH][nH]c(-c2ccccc2)c1C=Nc1ccccc1Cl	-0.55
CCc1nnc(NC(=O)c2cc(S(=O)(=O)N(CC)CC)ccc2Cl)s1	0.48
COc1ccc(/C=N/NC(=O)c2ccccc2Cl)cc1CSc1nc2ccccc2s1	0.86
CCOC(=O)C1C(c2cc(OC)c(OC)c(OC)c2)NC(=S)NC1(O)C(F)(F)F (stereo not given)	0.39
Cc1[nH]nc(-c2ccc(OCc3cnn(-c4ccccc4)c3)cc2O)c1Oc1ccc(F)cc1	0.19
Nc1ccccc1NC1=CC(=O)CC(c2ccco2)C1 (stereo not given)	0.82
CSc1nccc(-c2nn(-c3ccc(C)cc3)ccc2=O)n1	-1.5
CCOc1c2ccc(C(=O)N[C@H](C)C3CCCCC3)cc2nn1CC	0.022
CC1CC(Nc2ccccc2N)=CC(=O)O1 (stereo not given)	1.7
CCOc1ccccc1C1C(C#N)=C(N)Oc2cc(C)n(Cc3ccccn3)c(=O)c21 (stereo not given)	0.28
COC(=O)c1ccc(N2C(=O)CC(Sc3n[nH]c(C)n3)C2=O)cc1 (stereo not given)	0.57
O=C(O)CCn1c(SCc2ccccc2)nc2ccccc21	0.066
CN1CCc2c(c3c(n2C)CCN(C)[C@H]3c2ccccc2F)[C@@H]1c1ccccc1F	0.75
CC(C)C1C(c2ccccc2)N(C)C(c2ccccc2)CC1(O)c1ccccc1 (stereo not given)	-4.5
CCCCCn1c(=O)[nH]c2cc(C(=O)O)ccc2c1=O	-0.31
CC(=O)N1CC(=O)N(OCc2ccccc2)C1c1ccc(Cl)cc1Cl (stereo not given)	0.086
CCNc1nc(NCC)n2c(SCC(=O)O)nnc2n1	-0.038

Sorted by length of the SMILES (descending): some entries from above.
SMILES	Cav3 T inh
Cc1[nH]nc(-c2ccc(OCc3cnn(-c4ccccc4)c3)cc2O)c1Oc1ccc(F)cc1	0.19
CN1CCc2c(c3c(n2C)CCN(C)[C@H]3c2ccccc2F)[C@@H]1c1ccccc1F	0.75
CCOC(=O)C1C(c2cc(OC)c(OC)c(OC)c2)NC(=S)NC1(O)C(F)(F)F (stereo not given)	0.39
CCOc1ccccc1C1C(C#N)=C(N)Oc2cc(C)n(Cc3ccccn3)c(=O)c21 (stereo not given)	0.28
CS(=O)(=O)N(CC(=O)Nc1ccc2c(c1)OCCO2)c1ccc2c(c1)OCO2	-0.63
Cc1cc(C(=O)COC(=O)C2=COCCO2)c(C)n1-c1ccc2c(c1)OCO2	-0.96
Cc1oc(-c2ccccc2F)nc1CS(=O)CC(=O)NCc1ccc2c(c1)OCO2 (stereo not given)	0.0077
COc1ccc(/C=N/NC(=O)c2ccccc2Cl)cc1CSc1nc2ccccc2s1	0.86
CC(C)OCCCNc1nc2c(c(=O)n(Cc3ccccc3F)c(=O)n2C)n1C	1.9
COC(=O)c1ccc(N2C(=O)CC(Sc3n[nH]c(C)n3)C2=O)cc1 (stereo not given)	0.57
CCc1nnc(NC(=O)c2cc(S(=O)(=O)N(CC)CC)ccc2Cl)s1	0.48
CC(=O)N1CC(=O)N(OCc2ccccc2)C1c1ccc(Cl)cc1Cl (stereo not given)	0.086
CCOc1c2ccc(C(=O)N[C@H](C)C3CCCCC3)cc2nn1CC	0.022
O=c1[nH][nH]c(-c2ccccc2)c1C=Nc1ccccc1Cl	-0.55
COC(=O)c1cc(OC)c(OC)cc1NC(=O)CC1CCCCC1	-1.1
CSc1nccc(-c2nn(-c3ccc(C)cc3)ccc2=O)n1	-1.5
CCCCCn1c(=O)[nH]c2cc(C(=O)O)ccc2c1=O	-0.31
O=C(O)CCn1c(SCc2ccccc2)nc2ccccc21	0.066
Nc1ccccc1NC1=CC(=O)CC(c2ccco2)C1 (stereo not given)	0.82
CCNc1nc(NCC)n2c(SCC(=O)O)nnc2n1	-0.038
Cc1ccc(NC(=O)CC(C)N2CCCC2)cc1 (stereo not given)	0.02
Cc1cccc(NS(=O)(=O)c2cccs2)c1	-0.57

(further entries)
SMILES	Cav3 T inh
CCCOc1ccccc1Cn1c(=O)oc2ccc(C)cc21	-5.6*
O=C1C(C=NCCCN2CCOCC2)=C(O)c2ccccc21	0.71
CC1C(O)=C(c2nc3ccccc3[nH]2)C(=N)N1c1ccccc1 (stereo not given)	0.042
O=C(CSc1nnc(SCc2ccc(Cl)cc2)s1)N1CCN(C(=O)c2ccco2)CC1	-0.35
C#CCNC(=O)C1=C[C@H](c2ccc3c(c2)OCO3)C[C@H](OCCCCO)O1	-0.058
Cc1cc(C(=O)OCC(=O)N(C)C2CCS(=O)(=O)C2)c(C)n1-c1ccccc1 (stereo not given)	1.6
O=C(CSc1nc(O)c(C2CCCCC2)c(=O)[nH]1)Nc1ccc(Cl)cc1	-7.8*
COc1ccc(O)c(-c2cn[nH]c2-c2cccs2)c1	-1.3
O=C(Nc1ccc2c(c1)OCCO2)C1CCCN(S(=O)(=O)c2cccnc2)C1 (stereo not given)	1.4
Cc1cc(C)nc(SCC(=O)N2CCOCC2)n1	-0.12
COC(=O)C1=C[C@@H](C(=O)OC)C2C3=C(C(=O)C24CCCCC4)[C@H](C)n2c(=O)n(C)c(=O)n2[C@@H]3C1 (stereo not given in full)	0.0045
COc1cccc(-c2cc(C(=O)N3CCN(C(c4ccccc4)c4ccccc4)CC3)no2)c1	-2.1
COCC(C)NC(=O)c1cc(-c2ccccc2OC)on1 (stereo not given)	-0.37
O=C(O)C1CC=CCC1C(=O)NCc1ccc2c(c1)OCO2 (stereo not given)	-0.66
COc1ccccc1C(c1nnnn1CCc1ccccc1)N1CCCCCC1 (stereo not given)	-9*
CCOC(=O)CSC1=C(C#N)C(c2ccc(Cl)cc2)CC(=O)N1 (stereo not given)	-0.38
COc1ccc(CC(=O)OCC(=O)Nc2ccc(Cl)cn2)cc1	-2.6
CCN(CC)S(=O)(=O)c1ccc2c(c1)nc(SCn1nnc3ccccc3c1=O)n2CC	0.0097
COc1ccc(OC)c(S(=O)(=O)NCc2cccnc2)c1	-0.55
Cc1ccc(C(=O)Nc2ccc3c(c2)CCC3)o1	-0.016
Cc1ccc(Nc2nc(-c3sc(NC(=O)c4cccc(Cl)c4)nc3C)cs2)cc1	0.79
COc1ccc(C(c2c(NC(C)=O)sc3c2CCCC3)N2CCN(CCO)CC2)cc1OC (stereo not given)	-0.016
O=C(NCc1cn2ccsc2n1)c1cccs1	0.58
CCOc1ccc(S(=O)(=O)Nc2ccc(O)c(Sc3ncn[nH]3)c2)cc1	-0.38
CCCCOc1ccc(C(=O)N2CCC(C)CC2)cc1	-2
CCN1CCN(CC(O)COc2cccc(OC)c2)CC1 (stereo not given)	-0.18
CCC(=O)N1CCn2c1nc1ccccc12	0.18
Fc1ccc(-c2csc(N3CCC(c4ccccc4)C3)n2)cc1 (stereo not given)	1.2
CCO[C@@H]1OC(C(=O)N2CCOCC2)=C[C@H](c2ccc(C(F)(F)F)cc2)[C@H]1CCCO	-0.67
COc1ccc(C(=O)OCCN=C2NS(=O)(=O)c3ccccc32)cc1OC	-0.016
CCCc1nc2ccccc2c(=O)n1/N=C/c1ccc(O)cc1O	-0.61
CCCCOCCCNc1ncnc2c1[nH]c1ccccc12	-4.7*
CCCCNC(=O)CCn1c(=O)c2ccccc2n(CC(=O)Nc2ccccc2OCC)c1=O	0.14
Cc1ccccc1N1CCN(S(=O)(=O)c2ccc3oc(=O)ccc3c2)CC1	-1.4
CCOC(=O)c1c(C)n(C)c2ccc(OC(C)=O)cc12	0.65
COc1ccc(Nc2nc(N)nc(C(F)(F)F)n2)c(OC)c1	0.44
COc1cc(NS(=O)(=O)c2ccc(NC(=S)NC(=O)CC(C)C)cc2)nc(OC)n1	-0.54
O=C(C1CC(c2ccc(F)cc2)=NO1)N1CCN(Cc2ccccc2)CC1 (stereo not given)	-0.63
CC[C@@H](C)C(N)c1cn([C@@H](CCC(=O)O)C(=O)N2CCNCC2)nn1 (stereo not given in full)	0.17
COC(=O)CSc1nnc(-c2sc3cc(OC)ccc3c2Cl)n1C	0.31
O=C(Nc1cccnc1)C1CC(c2ccccc2O)=NO1 (stereo not given)	-1.5
Cc1cccc(NCc2cc(Cl)cc(Cl)c2O)n1	-1.1
CN(C)c1ccc(NC(=O)c2sc(SCC(=O)Nc3ccc(Br)cc3)nc2N)cc1	-0.072
O=C(CNS(=O)(=O)c1ccc(Br)s1)N1CCN(C(=O)c2ccco2)CC1	0.016
CSc1ccc(S(=O)(=O)Nc2ccc(S(=O)(=O)Nc3ccc(C)cc3)cc2)cc1	-4.4
N#CC1=C(S)N(c2ccccc2)C(c2cccs2)NC1=O (stereo not given)	2.5
CCOC(=O)C1CCN(C(C)=C2C(=O)c3ccccc3C2=O)CC1	0.9
CCC(C)N(C(=O)COC(=O)Cc1n[nH]c(=O)c2ccccc12)C1CCS(=O)(=O)C1 (stereo not given)	1.7
CCc1ccc2[nH]c(=O)c(CN(Cc3ccc4c(c3)OCO4)C(=O)c3ccco3)cc2c1	-3.3*
C#CCN1C(=O)C(O)(CC(=O)c2cccc(OC)c2)c2ccccc21 (stereo not given)	0.83
O=C(c1ccccc1F)N1CCN(c2cccc(C(F)(F)F)c2)CC1	-0.81
CCOC(=O)C1=C(CSc2nccn2C)NC(=O)NC1c1ccc2c(c1)OCO2 (stereo not given)	0.034
CCC1Oc2ccc(C)cc2N(CC(=O)NCc2cc(OC)ccc2OC)C1=O (stereo not given)	-1.5
Cc1sc2nc(CN3CCOCC3)nc(NCCc3ccccc3)c2c1C	-1.7
N#Cc1c(-n2cccc2)cccc1-n1cccc1	-0.4
Cc1nn(-c2ccc(C(=O)Nc3nnc(C4CC4)s3)cc2)c(C)c1Cl	0.17
COc1ccc(C(=O)OCC(=O)NCC2CCCCC2)cc1S(=O)(=O)N1CCCc2ccccc21	0.17
O=C(N/N=C/c1ccc[nH]1)c1sc2ccccc2c1Cl	-0.0093
O=C(CSc1ccccc1)NCc1ccco1	0.85
Cc1nc2ccc(NC(=O)Cc3cccs3)cc2s1	-0.14
Following part.
SMILES	Cav3 T inh
Cc1ccc2c(c1)nc(NCCCO)n2C	0.22
CCCn1c(SCC(=O)NC23CC4CC(CC(C4)C2)C3)n[nH]c1=O	0.15
COc1ccc(-n2c(Cc3cccn3C)nnc2SCC(=O)N2CCCC2)cc1	0.28
CCn1c(CNc2nc3ccccc3n2C(C)C)nc2ccccc21	-3.9
Cc1ccc(N(CC(=O)O)S(=O)(=O)c2cccc3nonc23)cc1	0.58
Cc1cc2c(c(=O)o1)C1(C(=O)N(CC(=O)O)c3ccccc31)C(C#N)=C(N)O2 (stereo not given)	-1.4
COc1ccc(C)cc1NC(=O)C(CCS(C)(=O)=O)NC(C)=O (stereo not given)	-0.16
CCOC(=O)c1sc(=S)n(-c2ccc(F)c(F)c2)c1N	-0.6
O=S(=O)(c1ccccc1)N1N=C(c2cccs2)CC1c1ccc(Br)cc1 (stereo not given)	-0.94
CCCCN(CC)c1nc(-c2ccncc2)nc2ccccc12	-2.4
Cc1noc(NS(=O)(=O)c2ccc(NC(=O)CSc3n[nH]c(-c4ccccc4)n3)cc2)c1C	-0.64
O=C(CSCCNS(=O)(=O)c1ccccc1)Nc1ccccc1	0.034
Nc1n[nH]c(S(=O)(=O)CCCc2ccccc2)n1	0.11
CC(C)c1nnc(NC(=O)c2c(O)c3cccc4c3n(c2=O)CCC4)s1	-0.61
COc1ccc(C2c3c(oc4ccccc4c3=O)C(=O)N2CC2CCCO2)cc1 (stereo not given)	-0.73
CCc1cccc(C)c1NC(=O)C1CCCO1 (stereo not given)	0.5
S=C(c1ccccc1)N(c1ccccc1)c1ccccc1	-2.4
Cc1ccc(S(=O)(=O)N2C(=S)SCC2(C)C)cc1	0.17
O=C(NCc1ccccc1)N[C@@H](Cc1ccccc1)C(=O)O	-0.071
OCCN(CCO)CC(O)Cn1c2ccccc2c2ccccc21 (stereo not given)	0.74
CCOC(=O)C1CCCN(CC(=O)Nc2c(C(=O)OC)[nH]c3ccccc23)C1 (stereo not given)	1.1
CCCCNC(=O)c1nnn(-c2ccccc2)c1N	-0.11
C=CCn1c(SCC(O)Cn2c3ccccc3c3ccccc32)nnc1-c1ccco1 (stereo not given)	-2.8
CN=Cc1nc(-c2ccccc2)oc1O	-0.82
COc1cc(C(=O)NCC(c2cccnc2)N2CCN(C)CC2)cc(OC)c1OC (stereo not given)	0.5

Not all compounds are listed. The share of hits here may be higher or lower than overall.
